# Compound activity deposited in PubChem by National Center for Advancing Translational Sciences (NCATS).
# RXFP1 ag – agonists of human relaxin receptor RXFP1; HEK293T-RXFP1 cAMP TR-FRET, 30 min; response scale: percent of porcine relaxin response, buffer zero; Q9HBX9; actives 0.3% (n = 370,000); Potency, µM (titrated, usually from 57.5 µM), without a hit: top-dose activation, usual class: activators; further: potency means the concentration at half of the fitted maximal effect; on the % scale 0 is the no-effect control and ±100 the full control effect; nearly all actives have a fitted effect of over 60% in size; many of its hits are not listed in these tables
#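 cAMP rise read by TR-FRET after 30 min, 37C compound exposure (up to 58 uM) in RXFP1-transfected HEK293 cells with Ro 20174 present. EC50 from Hill-equation fits, with 29 nM porcine relaxin as 100% and buffer as basal.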
# Vif-APOBEC3G blk – blocks the Vif interaction with human APOBEC3G. Q9HC16. HeLa A3G-eYFP + Vif (tagged APOBEC3G with the HIV-1 protein that degrades it), YFP fluorescence, overnight. Potency, µM (top dose mostly 46.1 µM), for inactives: at the top dose activity, negative = active, hits mostly inhibitors. actives 0.076% (n = 410,000);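 further: potency means the concentration at half of the fitted maximal effect; on the % scale 0 is the no-effect control and ±100 the full control effect; nearly all actives have a fitted effect of over 60% in size; hits raise eYFP signal because A3G escapes Vif-driven loss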
# Target sequence (Q9HC16 whole entry, looked up): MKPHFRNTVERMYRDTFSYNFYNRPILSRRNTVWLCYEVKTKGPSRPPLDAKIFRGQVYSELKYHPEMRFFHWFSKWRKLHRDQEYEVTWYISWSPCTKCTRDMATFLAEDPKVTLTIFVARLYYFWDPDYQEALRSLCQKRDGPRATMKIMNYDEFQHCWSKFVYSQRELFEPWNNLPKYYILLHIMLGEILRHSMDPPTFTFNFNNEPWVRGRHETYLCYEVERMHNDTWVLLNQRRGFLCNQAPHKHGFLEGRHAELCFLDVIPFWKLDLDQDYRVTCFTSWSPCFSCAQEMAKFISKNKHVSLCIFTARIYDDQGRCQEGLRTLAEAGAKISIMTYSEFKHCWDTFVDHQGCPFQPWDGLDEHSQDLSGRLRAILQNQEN
#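 HeLa cells stably expressing Vif and C-terminally eYFP-tagged A3G, seeded overnight at 37 deg C, then exposed to compound by pintool overnight at 37 deg C. Rise in yellow fluorescence (Ex 488/Em 500-530, Acumen) marks blocked Vif-driven A3G degradation.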
# D1 PAM – potentiators of human D1 dopamine receptor | potentiation, % at 10 µM | AID 504651 | HEK293 TREx D1 cells, calcium flux, dopamine EC20 potentiation | actives 0.036% (n = 360,000); in the data active means potentiation above about 30%; further: 0% is about no effect
# LDHA inh – blocks human lactate dehydrogenase A | purified LDHA, NADH/diaphorase-resazurin fluorescence; stronger effect = lower value | activity change, % (values are at about 110 or 230 µM) | actives 0.15% (n = 480,000); in the data active means activity change below about -30%; inconclusive means mostly about -25% to -30%;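 further: plate controls were DMSO wells for no effect and wells without enzyme for full effect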
#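 Remaining NADH was detected by diaphorase (0.133 mg/mL) converting 37 µM resazurin to fluorescent resorufin, read at 0 and 20 minutes. The preceding 5-minute room-temperature reaction used 2 nM LDHA, 0.2 mM sodium pyruvate and 0.06 mM NADH at pH 7.4.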
# D1 antagonist – blocks dopamine activation of the human D1 receptor; P21728; HEK293 TREx D1 cells, calcium flux, dopamine EC80; stronger effect = lower value; activity change, negative = inhibition, % at 10 µM; actives 3.2% (n = 360,000); AID 504652; in the data active means activity change below about -30%; further: on the % scale 0 is the no-effect control and ±100 the full control effect
#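 Inducible Hek293 Trex D1 cells (tetracycline, overnight, 30 C). Calcium dye 30–90 min RT. Antagonist mode: EC80 dopamine added after 180 s compound read.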
# D2 potentiator – D2 dopamine receptor (human) potentiation. P14416. HEK293 T-REx D2, calcium flux, EC20 dopamine potentiation. potentiation, % at 10 µM. actives 0.34% (n = 340,000). AID 485347;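 active means potentiation over 3 SD above the plate norm, cut at about 30% in these data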; further: 0% is about no effect
# Target sequence (P14416 whole entry, looked up): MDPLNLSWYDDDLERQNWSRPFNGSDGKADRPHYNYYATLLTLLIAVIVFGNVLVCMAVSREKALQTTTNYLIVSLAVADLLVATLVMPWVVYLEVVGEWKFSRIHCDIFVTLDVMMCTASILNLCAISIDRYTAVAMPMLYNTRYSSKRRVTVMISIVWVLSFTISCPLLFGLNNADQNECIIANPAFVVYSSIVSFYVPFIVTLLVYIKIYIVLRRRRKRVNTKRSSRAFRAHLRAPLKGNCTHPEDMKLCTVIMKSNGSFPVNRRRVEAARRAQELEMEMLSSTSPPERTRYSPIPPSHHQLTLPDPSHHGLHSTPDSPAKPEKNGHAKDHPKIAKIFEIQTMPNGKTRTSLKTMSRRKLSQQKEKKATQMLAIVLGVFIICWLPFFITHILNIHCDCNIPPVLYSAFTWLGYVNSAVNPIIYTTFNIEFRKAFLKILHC
#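 Potentiation of an EC20 dopamine calcium response measured kinetically over 180 s, after a preceding 180 s compound-only read flagging agonists. Cells: inducible Hek293 Trex D2 line, 4000/well, cultured overnight at 30 C before dye loading.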
# Vif-APOBEC3F blk – blocks the Vif interaction with APOBEC3F. HeLa A3F-eYFP + Vif (tagged APOBEC3F with the HIV-1 protein that degrades it), YFP fluorescence increase. Potency, µM (doses to about 46.1 µM), without a hit: at the highest dose activity, negative = active. actives 0.2% (n = 390,000). AID 602313; further: potency means the concentration at half of the fitted maximal effect; % of control where 0% means no effect; nearly all actives have a fitted effect of over 65% in size
#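 Fluorescence increase (Ex 488/Em 500-530) after overnight compound treatment at 37 deg C flags inhibition of Vif-driven A3F-eYFP loss in stable HeLa A3F-eYFP/Vif cells seeded overnight beforehand.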
# D1 ag – agonists of human D1 dopamine receptor | actives 1% (n = 360,000) | P21728 | activation, % at 2 µM | HEK293 T-REx D1 cells, calcium flux, agonist mode | AID 504660; in the data active means activation above about 30%; further: 0% is about no effect
#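 Tetracycline-induced HEK293 TREx D1 cells, force-coupled to calcium signalling, were dye-loaded with a no-wash calcium kit. Compound was pin-added after a 10 s baseline. Fluorescence was read kinetically at 1 cycle/s for 180 s, with calcium rises flagged as agonism.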
# GRP78 ERSR act – ER stress response induction in glioma; U87-MG GRP78 promoter luciferase reporter, 16 h; AID 602332; actives 0.02% (n = 420,000); Potency, µM, for the others: at the top dose activation, hits mostly activators; further: potency means the concentration at half of the fitted maximal effect; series mostly up to about 76 µM; % of control where 0% means no effect; nearly all actives have a fitted effect of over 35% in size
#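 Stably transfected U87-MG glioma cells carrying a GRP78-based luciferase sensor; 16 h compound incubation. Luminescence end-point read 10 min after Bright-Glo addition at room temperature.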
# Starred values were filed as active, the others as inactive; ? = inconclusive; . = not tested or not shown; & = joins results of further samples; ! = a repeat was not active. Unless noted, the call rests on the fitted dose curve; in most records, active means well fitted curve in the direction sought with a large enough effect; inconclusive means small, poorly fitted or top-dose-only effect, or another doubt; inactive means no such curve, though single readings can be large; an effect the other way counts as inactive or inconclusive. A portion of the library; count on the stated rates, not on these rows.
SMILES,RXFP1 ag,Vif-APOBEC3G blk,D1 PAM,LDHA inh,D1 antagonist,D2 potentiator,Vif-APOBEC3F blk,D1 ag,GRP78 ERSR act
OCC1(CCOc2ccccc2)CCN(CC2=Cc3cc(Cl)ccc3OC2)CC1,0.7%,3%,-4,-1,3,-18,13%,12,-2%
Cc1ccc(NS(=O)(=O)c2cccc(C(=O)NCC(c3ccc(F)cc3)N3CCOCC3)c2)cc1 (centres undefined),-2.9%,0%,0,0,-13,-4,6%,2,-4%
COc1ccc(OC)c(CNC(=O)CCC(=O)N2Cc3cccc(OC)c3Oc3ncccc32)c1,3.8%,1%,6,-8,22,6,2%,0,-4%
Cc1ccc(Nc2ncnc3c2cnn3C)cc1,20%,0%,3,-4,2,9,-2%,1,0%
COc1ccc(S(=O)(=O)NCC2CCCO2)cc1C(=O)O (centres undefined),1.7%,0%,-2,-4,12,4,10%,3,-2%
COc1ccc(CN2CCCC(C(=O)N3CCCC3)C2)cc1 (centres undefined),-2.3%,-3%,-8,0,-16,9,-1%,2,-1%
CC(C)=NNC(=O)CN1C(=O)NC2NC(=O)NC21 (centres undefined),-0.4%,-1%,-3,-4,7,-3,6%,1,-4%
CN(C)C(=O)c1c(NC(=O)c2ccccc2)sc2c1CCC2,1.3%,0%,-1,-6,0,10,9%,1,-1%
O=C(NCC(=O)N(c1ccccc1F)C(C(=O)NC1CCCC1)c1ccco1)c1ccco1 (centres undefined),0.2%,2%,-2,-7,-8,4,7%,1,0%
COC(=O)c1ccc(NC(=O)COc2ccc(S(=O)(=O)N3CCCCC3)cc2)cc1,0.3%,2%,-2,-7,1,2,0%,0,-5%
CC(C)[C@H](NC(N)=O)C(=O)NCCc1ccc(Cl)cc1,0.6%,0%,-4,-4,-7,-2,4%,1,0%
O=C(Cc1ccc([N+](=O)[O-])cc1)N1CCCc2ccccc21,0.8%,-6%,-3,-2,-6,.,-1%,2,4%
CCN(CC)C(=O)C1=C(C)N(Cc2ccc(OC)cc2)C(=O)C(CC(=O)NCCCN(C)C)C1 (centres undefined),.,2%,.,-1,.,.,2%,.,-3%
CCOC(=O)c1cn2nc(Oc3ccc(OC)cc3)ccc2n1,4.3%,-2%,-5,-1,8,12,-1%,2,2%
COCCn1c(NCc2ccco2)nc2c1c(=O)[nH]c(=O)n2C,-2.7%,1%,0,-6,-1,3,15%,1,-2%
C(=C\c1ccccc1)/C=N/N1CCN(c2ccccn2)CC1,-0.5%,-6%,-1,-4,7,8,1%,0,7%
O=C(Nc1ccccc1)NC1CC2CCC(C1)N2Cc1nnnn1Cc1ccc2c(c1)OCO2 (centres undefined),4.1%,-9%,-4,-3,0,-2,-8%,3,1%
CC(C)CCNc1nc(N2CCCC2)c2c(c1C#N)CCN(C)C2,3.2%,-6%,-5,11,0,11,-10%,3,-2%
COc1ccc(C)cc1N(CC(=O)N1CCCCCC1)S(=O)(=O)c1ccccc1,0.5%,0%,-6,-3,24,7,-5%,0,-4%
CCN(CC)CCNC(C(=O)Nc1cccc(C(C)=O)c1)c1ccccc1 (centres undefined),3.6%,0%,-1,-22,-3,-5,7%,5,-3%
Cc1ccc(NC(=O)Cn2nnc(-c3ccc4c(c3)OCO4)n2)cc1F,0.6%,0%,-5,-5,2,-1,11%,2,-2%
CC1=C(C(=O)Nc2ccccn2)C(c2ccc(N(C)C)cc2)n2ncnc2N1 (centres undefined),0.4%,2%,2,0,11,.,-6%,3,0%
COC(=O)c1cc(C)cc(=O)o1,1.6%,1%,0,-2,-1,.,0%,3,-8%
Cc1ccc(S(=O)(=O)NCCn2nc(C)cc2C)cc1,-0.4%,-1%,-5,-11,-11,-1,-21%,1,-3%
COc1ccccc1Cn1c(=S)[nH]c2cc(C(=O)NCCN(C)C)ccc2c1=O,1.1%,-2%,-3,3,13,0,2%,1,2%
CCCC(=O)Nc1nnc(SCC(=O)Nc2nc(C)cs2)s1,14%,3%,12,-5,2,-9,0%,4,-2%
CCN(c1ccccc1)S(=O)(=O)c1ccc(C(=O)Nc2nnc(-c3ccco3)o2)cc1,-1.6%,-9%,-3,-6,-7,-4,-9%,6,-2%
CC(C)(C)SCCNC(=O)c1ccc(Cl)c(S(=O)(=O)N2CCOCC2)c1,.,0%,.,-13,.,.,1%,.,-7%
Cc1ccc(S(=O)(=O)N2CCC(=O)N2)cc1,-0.4%,-1%,-11,1,-68*,-1,-5%,2,-3%
COc1ccc(CCN(Cc2cc3cc(C)ccc3[nH]c2=O)C(=O)N2CCCC2)cc1OC,11%,-7%,0,-2,27,12,-7%,2,-1%
CC1C(=O)CCN(C(C)(C)C)C1C (centres undefined),0.8%,0%,6,-6,-16,8,0%,2,-1%
O=NNc1nc2ccccc2n1Cc1ccccc1,1.4%,1%,4,-6,4,17,-5%,13,-5%
Cc1ccc2c(c1)N(CC(=O)NC1CCCC1)C(=O)CO2,-1.9%,-4%,0,-10,-7,7,-11%,0,-5%
O=c1[nH][nH]cc1C=Nc1ccccc1Cl,-0.7%,1%,11,-1,-13,1,0%,4,-1%
O=C(CSc1nc2ccc(Nc3nc(N4CCOCC4)nc(N4CCOCC4)n3)cc2s1)Nc1ccccc1F,-0.4%,-6%,-4,0,5,8,?,4,2%
COc1ccc(OC)c(CCNC(=O)C2=C(C)C(=O)OC23CCC(C)CC3)c1 (centres undefined),-1.6%,.,-2,1,2,-13,.,1,.
Clc1cccc(Oc2cnns2)c1Cl,0.2%,0%,-1,-2,-7,7,-10%,2,-8%
CCn1ncc(S(=O)(=O)N2CCN(c3cccc(OC)c3)CC2)c1C,1.3%,-2%,-5,2,-35*,11,1%,4,-2%
COC(=O)Cn1ccc2cc(S(=O)(=O)N3CCCCC3)ccc21,-0.2%&0.1%,-2%&2%,-1&-2,0&1,-51*!,-5&-11,0%&0%,5&5,4%&-5%
O=C(CSc1nc2c(sc3ccccc32)c(=O)n1CCO)NCc1ccco1,11%,1%,-5,-4,-23,1,-4%,2,-4%
Cc1cc(N2C(=O)C(=O)/C(=C(/O)c3ccc(Cl)cc3)C2c2cccc(Br)c2)no1 (centres undefined),20%,-10%,-4,-4,1,10,7%,5,-7%
CC(C)[C@H](N)c1nnc(SC/C=C/c2ccccc2)o1,1.9%,-6%,-4,-12,-23,6,-17%,4,2%
CC1(C)Cc2ccccc2C(=NCCCC(=O)O)N1,0.0%,0%,2,-2,8,-22,-1%,1,-3%
CCn1ccnc1CNC(=O)CC1C(=O)NCCN1Cc1ccc(F)cc1Cl (centres undefined),-1.0%,3%,2,0,4,11,-10%,4,0%
COc1ccc(C(=O)NC2=NCCS2)c(OC)c1,1.8%,-3%,-7,-2,7,-2,-22%,2,-8%

# Three successive entries from above:
SMILES,RXFP1 ag,Vif-APOBEC3G blk,D1 PAM,LDHA inh,D1 antagonist,D2 potentiator,Vif-APOBEC3F blk,D1 ag,GRP78 ERSR act
OCC1(CCOc2ccccc2)CCN(CC2=Cc3cc(Cl)ccc3OC2)CC1,0.7%,3%,-4,-1,3,-18,13%,12,-2%
Cc1ccc(NS(=O)(=O)c2cccc(C(=O)NCC(c3ccc(F)cc3)N3CCOCC3)c2)cc1 (centres undefined),-2.9%,0%,0,0,-13,-4,6%,2,-4%
COc1ccc(OC)c(CNC(=O)CCC(=O)N2Cc3cccc(OC)c3Oc3ncccc32)c1,3.8%,1%,6,-8,22,6,2%,0,-4%

# Going on with the list.
SMILES,RXFP1 ag,Vif-APOBEC3G blk,D1 PAM,LDHA inh,D1 antagonist,D2 potentiator,Vif-APOBEC3F blk,D1 ag,GRP78 ERSR act
CCOC(=O)c1c(C)oc2ccc(OC(=O)N3CCOCC3)cc12,0.3%,-1%,-2,2,-2,9,-4%,1,-4%
Cc1c(NC(=O)c2cc(-c3ccc(Cl)cc3)on2)c(=O)n(-c2ccccc2)n1C,-1.8%&0.8%,0%&4%,-10&-1,-13&-7,-8&6,-8&-8,6%&0%,2&1,3%&-1%
O=C(Nc1cnccn1)Nc1ccc(Cl)cc1Cl,-1.3%,-7%,-3,-6,0,-10,0%,-4,3%
Cc1ccc(CSCC(=O)N(C)CC(=O)Nc2ccccc2Cl)cc1,0.6%,-1%,-5,-6,-33*,5,2%,1,-3%
CN(C(=O)COC(=O)CCC(=O)c1ccccc1)c1c(N)n(Cc2ccccc2)c(=O)[nH]c1=O,2.0%,1%,-3,-1,-5,13,6%,0,-1%
Cc1cnc(C(=O)Nc2nc(-c3ccccc3)cs2)cn1,-0.7%,-4%,-9,-3,-6,-2,-1%,0,2%
Cc1nc(=O)cc(-c2ccccc2)n1-c1ccccc1,0.0%,-1%,-3,-5,-3,10,-3%,1,0%
COc1ccc(NC(=O)CCCCC(=O)Nc2ccc(OC)cc2OC)c(OC)c1,.,-8%,.,-2,.,.,7%,.,1%
CCOC(=O)c1ccccc1NC(=O)CSc1nnc(C)c(=O)[nH]1,1.5%,0%,8,-7,1,-3,12%,6,-4%
Cc1noc(C)c1-c1nc(CSc2ccccc2)no1,1.2%,1%,1,1,-1,-4,-2%,0,5%
NS(=O)(=O)c1ccc(NC(=O)N2c3ccccc3Sc3ccccc32)cc1,0.9%,-3%,-6,-6&-2,4,5,0%,-1,-6%
CC(=O)Oc1ccc(C(=O)Cc2ccccn2)c(O)c1,-1.0%,-4%,-3,3,-12,2,17%,2,1%
O=C(O)CCC(=O)N1CCc2cc(S(=O)(=O)NC3CCCc4ccccc43)ccc21 (centres undefined),-0.2%,-4%,7,-5,6,7,-5%,0,-1%
O=c1c2ccccc2ncn1-c1ccc(Cl)cc1,0.1%&3.6%,-2%&-7%,-1&3,-4&-14,-4&2,-10&11,1%&2%,-1&0,3%&2%
CN(C)S(=O)(=O)c1cc(NC(=O)CN2CCCc3ccccc32)ccc1Cl,-1.9%,-5%,2,-8,-21,3,-16%,7,-2%
